High-throughput results from PubChem BioAssay.
PglD inh: PglD (C. jejuni) enzyme inhibition; inhibition, % at 12.5 µM; purified PglD enzyme, DTNB colorimetric CoA detection; 360,000 compounds, 0.098% hits; AID 602405; in the data active means inhibition above about 16%, passing the limit was not always enough; inconclusive means no clear call, values can overlap the other calls; further: strong numbers were not always called active
PGC1a acetyl inh: modulators of PGC1a acetylation | inhibition, % at 15.6 µM | 350,000 compounds, 0.17% hits | U2OS PGC1a acetylation, AlphaScreen anti-acetyl-lysine; with virally co-expressed GCN5 acetyltransferase;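 active means every replicate shows inhibition of at least 40%; inconclusive means mean inhibition at least 40% but some replicate below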;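 further: 0% = neutral control wells and 100% = positive control wells; some results beyond the cut were filed as inactive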
ARNT-TACC3 inh: disrupts binding between human ARNT and TACC3. AlphaScreen His-ARNT PAS-B/GST-TACC3 binding, luminescence; TACC3 fragment carries E629A point mutation. inhibition, % at 9.99 µM. 390,000 compounds, 0.66% hits. AID 623870;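 active means mean inhibition of replicates at least 50% and at least half of replicates each reaching 50%; inconclusive means half or more replicates reach 50% but mean below 50%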;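 further: 0% = complete ARNT plus TACC3 wells and 100% = ARNT alone without TACC3; many hits fall short of the cut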
Cneo AK release: causes C. neoformans cell lysis; adenylate kinase release luminescence, 4 h; normalised: neutral wells 0, clomiphene wells 100; lysis activity, % at 15 µM; 360,000 compounds, 0.2% hits;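 active means mean lysis activity across replicates of at least 80%, whatever share of replicates individually reach that level; inactive means mean lysis activity below 80%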
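Assay system: C. neoformans cells. Amount: yeast cell density of 5 × 10^6 cells/mL. Technique: AK luminescence. Buffer or medium: YPD. Times: static 4 h at 37 °C with compound, 1 h detection. Dosing: single-point compound dose. Read-out: lysis from increased AK signal.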
INS-1E GSIS act: GLuc luminescence reporter in INS-1E cells, primary screen for activators of glucose-dependent secretion of insulin; INS-1E GLuc reporter insulin secretion, 2-3 h; activation, % at 16.6 µM; 370,000 compounds, 0.61% hits; AID 743287;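 active means lowest replicate activation of at least 40%, so every replicate reaches that level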;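 further: 0% = median of neutral control wells and 100% = median of IBMX positive control wells; some compounds called inactive have numbers as strong as hits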
LGR2 inh: Drosophila LGR2 receptor signaling inhibition. HEK293 LGR2, CRE-luciferase, bursicon-stimulated, 4 h. inhibition, % at 9.99 µM. 380,000 compounds, 0.35% hits. AID 720647;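 active means drop in luminescence signal, shown as inhibition above about 50% in the replicate tests, limit read from the data, passing the limit was not always enough; inconclusive means probably only some replicates passing the limit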;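 further: agonist challenge used bursicon conditioned medium at about half maximal strength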
Statin myotox sup: suppressors of simvastatin-induced myotoxicity in C2C12 myotubes; rescue of ATP level, % at 7.49 µM; AID 602340; 330,000 compounds, 0.78% hits; ATP luminescence, 48 h; scaled: DMSO 0, geranylgeraniol control 100;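 active means mean ATP rescue above about 67%, or every replicate alone reaching that limit, limit read from the data, passing the limit was not always enough; inconclusive means no clear call, values can overlap the other calls; inactive means mean under the limit and some replicate under it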;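 further: myotubes were challenged with 10 µM simvastatin during compound exposure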
PAX8 inh HTS: PAX8 transcriptional activity inhibition; 360,000 compounds, 1.2% hits; inhibition, % at 12.6 µM; RMG-I TPO-luciferase reporter, SteadyGlo, 24 h; AID 652154;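 active means mean replicate inhibition at least 60% with every replicate also reaching 60%; inconclusive means only one of the two criteria is met; inactive means mean below 60% and not all replicates reaching 60%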;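 further: luciferase light reporting Pax8 driven TPO promoter activity; plate controls were median of neutral control wells for no effect and mitoxantrone controls for full effect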
The depositor's hits bear a star; ? = inconclusive; · = not tested or not shown.

Assay codes: A = PglD inh; B = PGC1a acetyl inh; C = ARNT-TACC3 inh; D = Cneo AK release; E = INS-1E GSIS act; F = LGR2 inh; G = Statin myotox sup; H = PAX8 inh HTS
OCCNc1nc2ccccc2n1CC(O)c1ccccc1 (stereo unspecified)
  A = ·; B = 1; C = -4; D = ·; E = 5; F = 18; G = ·; H = 0

O=C(C1CCCN(S(=O)(=O)Cc2ccccc2)C1)N1CCCCC1 (stereo unspecified)
  A = -1; B = 0; C = -6; D = -5; E = ·; F = ·; G = -9; H = ·

Cc1ccc(C(=O)Nc2oc(-c3ccccc3)cc2C#N)cc1
  A = 6; B = -25; C = -4; D = 1; E = ·; F = ·; G = ·; H = ·

CCCn1c(SCC(=O)O)nc2ccccc21
  A = 2; B = -1; C = 1; D = 1; E = 35; F = 3; G = -28; H = ·

Cc1onc(-c2ccccc2)c1C(=O)NC(C)c1ccccc1 (stereo unspecified)
  A = ·; B = ·; C = -3; D = ·; E = 9; F = 11; G = ·; H = -7

COc1ccc(C(=O)CN2C(=O)NC(C)(c3ccc(C)cc3)C2=O)cc1OC (stereo unspecified)
  A = -4; B = 5; C = -2; D = 0; E = ·; F = ·; G = 7; H = ·

C[C@@H]1CN([C@@H](C)CO)C(=O)Cc2cc(NC(=O)NC3CCCCC3)ccc2O[C@H]1CN(C)S(=O)(=O)c1cn(C)cn1
  A = 2; B = 0; C = -7; D = 4; E = 8; F = 18; G = -6; H = ·

COc1cc(CN2C[C@@H](CO)O[C@@H](n3cnc4c(NC5CCCC5)ncnc43)C2)cc(OC)c1OC
  A = 3; B = 0; C = ·; D = 1; E = 19; F = 10; G = -7; H = 4

CCC1C(C#N)=C(SCC(N)=O)NC2=C1C(=O)CC(C)(C)C2 (stereo unspecified)
  A = 0; B = 8; C = ·; D = -1; E = 11; F = 3; G = ·; H = 11

C[C@@H]1CCCCO[C@H](CN(C)C(=O)Nc2cccc3ccccc23)[C@H](C)CN([C@H](C)CO)C(=O)c2cc(NS(=O)(=O)c3cccs3)ccc2O1
  A = 2; B = ·; C = -6; D = -3; E = 6; F = 12; G = 28; H = 35

Cc1cc([N+](=O)[O-])c(C(C)(C)C)cc1N
  A = -1; B = 5; C = -7; D = 0; E = ·; F = ·; G = -42; H = ·

O=C(Cn1cnc2ccccc2c1=O)Nc1nc2ccccc2s1
  A = ·; B = -13; C = -3; D = ·; E = 4; F = 1; G = ·; H = -1

CNC(=O)COC(=O)CNC(=O)c1cc(Cl)cc([N+](=O)[O-])c1
  A = ·; B = 2; C = -7; D = ·; E = 0; F = -34; G = ·; H = -8

Cn1c(N)c(C(=O)COC(=O)c2cccs2)c(=O)n(C)c1=O
  A = ·; B = 4; C = -5; D = 0; E = ·; F = ·; G = -7; H = ·

CC1CCN(CC(O)COC2CCC(C(C)(C)C)CC2)CC1 (stereo unspecified)
  A = 15; B = -5; C = -8; D = 27; E = ·; F = ·; G = ·; H = ·

CO[C@@H]1CN(C)C(=O)c2cc(NC(=O)NC(C)C)ccc2OC[C@H](C)N(C(=O)CC2CC2)C[C@@H]1C
  A = -2; B = -2; C = 1; D = 2; E = 2; F = -4; G = 9; H = ·

C[C@@H]1CCCCO[C@@H](CN(C)S(=O)(=O)c2ccccc2)[C@@H](C)CN([C@@H](C)CO)C(=O)c2cc(NC(=O)C3CCCCC3)ccc2O1
  A = -3; B = 10; C = -2; D = 0; E = -3; F = 19; G = ·; H = 13

Cc1cc(C(=O)CN2C(=O)c3ccccc3C2=O)c(C)n1Cc1cccs1
  A = -4; B = 7; C = -8; D = 4; E = ·; F = 20; G = 25; H = ·

Nc1nc(NCc2ccccc2)nc(Nc2ccc(F)cc2)c1[N+](=O)[O-]
  A = 0; B = -4; C = 8; D = 1; E = ·; F = ·; G = 7; H = ·

CC(C)c1ccc(S(=O)(=O)Nc2ccc(SC(F)F)cc2)cc1
  A = ·; B = ·; C = -21; D = ·; E = -12; F = -16; G = ·; H = 6

Cc1ccc(S(=O)(=O)NC(=O)c2cccc(Br)c2)cc1
  A = -4; B = -4; C = -1; D = 0; E = 6; F = -3; G = 5; H = 3

Cc1noc(C)c1COc1ccccc1C(=O)NC1CCC(C)CC1 (stereo unspecified)
  A = -9; B = -15; C = 3; D = 2; E = -2; F = -16; G = 8; H = -26

COc1ccc(-c2nnc(SCC(=O)NCc3cccs3)n2CC(C)C)cc1
  A = 7; B = 9; C = -3; D = -3; E = ·; F = ·; G = 7; H = ·

COc1ccc(N2CCN(CC(=O)c3ccccc3)CC2)cc1
  A = -3; B = 8; C = -2; D = -5; E = 5; F = -1; G = 4; H = -22

COc1cc(=O)n2c(-c3ccccc3)csc2n1
  A = -2; B = -1; C = 18; D = 1; E = ·; F = ·; G = 4; H = -9

COCCn1c(SCc2cccnc2)nnc1-c1c[nH]c2ccccc12
  A = 2; B = -3; C = -8; D = 3; E = -5; F = -18; G = 3; H = 12

CCOc1ccc(NC(=O)C2=C(C)C(=O)OC23CCC(C)CC3)cc1 (stereo unspecified)
  A = 2; B = ·; C = 0; D = -4; E = -8; F = -6; G = -1; H = 18

COC(=O)CCCNC(=O)CCc1nnc(-c2ccc(-c3ccccc3)cc2)o1
  A = -3; B = ·; C = -3; D = 0; E = -1; F = -11; G = 4; H = -48

CC1CCCN(c2c3c(nc4ccccc24)CCCC3)C1 (stereo unspecified)
  A = -4; B = -4; C = 1; D = 2; E = 19; F = -27; G = -34; H = 19

C[C@H]1CCCCO[C@H](CN(C)S(=O)(=O)c2ccc(Cl)cc2)[C@@H](C)CN([C@@H](C)CO)C(=O)c2cc(NC(=O)Cc3ccccc3)ccc2O1
  A = 2; B = -3; C = 19; D = 2; E = -12; F = 4; G = ·; H = 52

CCN(C[C@H]1N[C@@](Cc2ccccc2)(C(=O)OC)[C@H]2C(=O)N(Cc3ccccc3)C(=O)[C@@H]12)C(=O)Nc1ccc(F)cc1
  A = -1; B = ·; C = 8; D = 1; E = -17; F = -20; G = 11; H = 0

Cn1cccc1Cc1nnc(SCC(=O)NCc2ccc(F)cc2)n1-c1ccc(F)cc1
  A = -4; B = 1; C = 1; D = 0; E = -1; F = -3; G = 2; H = -12

COc1ccc2cc3cc(C(=O)NCc4ccc5c(c4)OCO5)oc3nc2c1
  A = 3; B = -10; C = 7; D = 1; E = ·; F = ·; G = 11; H = ·

COc1ccccc1CNC(=O)Cn1nc(C(F)(F)F)cc1C
  A = 3; B = 2; C = 1; D = -1; E = 15; F = -13; G = -4; H = -1

Cc1cccc(OCc2cc(-c3ccccc3)no2)c1C
  A = ·; B = ·; C = -21; D = ·; E = 2; F = -105; G = ·; H = -188

CCc1cccc(C)c1NC(=O)C1CCCO1 (stereo unspecified)
  A = -4; B = 17; C = -9; D = -1; E = ·; F = ·; G = ·; H = ·

COc1ccc(S(=O)(=O)N(C)C[C@H]2Oc3ccc(NC(=O)CCCN(C)C)cc3CC(=O)N([C@H](C)CO)C[C@H]2C)cc1
  A = ·; B = 0; C = ·; D = ·; E = 14; F = -14; G = ·; H = 1

C[C@@H]1CCCCO[C@H](CN(C)C(=O)Nc2ccccc2)[C@@H](C)CN([C@H](C)CO)C(=O)c2cc(NC(=O)Nc3cccc4ccccc34)ccc2O1
  A = 1; B = -7; C = -10; D = 70; E = 2; F = -1; G = ·; H = -6

Cc1ccc(NC(=O)Cn2c(=O)n(CCCC(=O)NCc3ccco3)c(=O)c3ccccc32)cc1
  A = 3; B = -7; C = -8; D = 0; E = 25; F = 11; G = -5; H = ·

CN(C)c1ccc(S(=O)(=O)NCC(=O)NCc2ccccc2)cc1[N+](=O)[O-]
  A = -5; B = -3; C = -1; D = 0; E = -8; F = 6; G = 9; H = 11

Entries listed so far that have a Cl atom (two):
Assay codes: A = PglD inh; B = PGC1a acetyl inh; C = ARNT-TACC3 inh; D = Cneo AK release; E = INS-1E GSIS act; F = LGR2 inh; G = Statin myotox sup; H = PAX8 inh HTS
CNC(=O)COC(=O)CNC(=O)c1cc(Cl)cc([N+](=O)[O-])c1
  A = ·; B = 2; C = -7; D = ·; E = 0; F = -34; G = ·; H = -8

C[C@H]1CCCCO[C@H](CN(C)S(=O)(=O)c2ccc(Cl)cc2)[C@@H](C)CN([C@@H](C)CO)C(=O)c2cc(NC(=O)Cc3ccccc3)ccc2O1
  A = 2; B = -3; C = 19; D = 2; E = -12; F = 4; G = ·; H = 52

Shown as labelled records: two of the compounds above.
COc1ccc2cc3cc(C(=O)NCc4ccc5c(c4)OCO5)oc3nc2c1
  PglD inh: 3
  PGC1a acetyl inh: -10
  ARNT-TACC3 inh: 7
  Cneo AK release: 1
  INS-1E GSIS act: ·
  LGR2 inh: ·
  Statin myotox sup: 11
  PAX8 inh HTS: ·

COc1ccccc1CNC(=O)Cn1nc(C(F)(F)F)cc1C
  PglD inh: 3
  PGC1a acetyl inh: 2
  ARNT-TACC3 inh: 1
  Cneo AK release: -1
  INS-1E GSIS act: 15
  LGR2 inh: -13
  Statin myotox sup: -4
  PAX8 inh HTS: -1

Next section:
Assay codes: A = PglD inh; B = PGC1a acetyl inh; C = ARNT-TACC3 inh; D = Cneo AK release; E = INS-1E GSIS act; F = LGR2 inh; G = Statin myotox sup; H = PAX8 inh HTS
COC(=O)c1ccccc1NC(=O)CSCC(=O)Nc1ccc(F)cc1
  A = 3; B = -4; C = -21; D = 1; E = -31; F = -3; G = 0; H = ·

CCC(=O)N1CCc2cc(Br)cc(S(=O)(=O)N3CCC(C(=O)NCCCOC(C)C)CC3)c21
  A = -1; B = 6; C = 15; D = 6; E = -1; F = 0; G = 1; H = 19

CC(C=NNc1ccc([N+](=O)[O-])cn1)=Cc1ccccc1
  A = 2; B = -10; C = -22; D = 2; E = 1; F = -32; G = -1; H = -129

Cc1ccc(NC(=O)COC(=O)c2cccc(S(=O)(=O)N3CCCCCC3)c2)cc1
  A = -2; B = 3; C = ·; D = -2; E = -15; F = -17; G = 5; H = 2

O=C(c1ccc(F)cc1)N1CC[C@@H]2[C@H](CO)Nc3ccc(C#Cc4ccccc4F)cc3[C@@H]21
  A = -7; B = -17; C = 4; D = -9; E = -1; F = 5; G = -13; H = 1

Cc1oc(-c2ccc(Cl)cc2)nc1CS(=O)CC(=O)NCCCN1CCN(Cc2ccccc2)CC1 (stereo unspecified)
  A = -1; B = 20; C = -6; D = 1; E = -18; F = -6; G = 1; H = ?

O=C(NCc1cccnc1)C(=O)NCC1OCCN1S(=O)(=O)c1cc(F)ccc1F (stereo unspecified)
  A = -1; B = -3; C = 1; D = -1; E = 4; F = 2; G = ·; H = -9

CC(O)CNCCCOc1ccccc1OCc1ccccc1 (stereo unspecified)
  A = ·; B = ·; C = 3; D = ·; E = 26; F = -4; G = ·; H = 10

CC(NC(=O)Nc1ccccc1)C(c1cccs1)N1CCN(C)CC1 (stereo unspecified)
  A = -1; B = ·; C = 0; D = 4; E = 13; F = -13; G = -2; H = -2

CCCS(=O)(=O)NC(=O)C1(C)CCN(C(=O)c2ccccc2OC)C1 (stereo unspecified)
  A = -1; B = 4; C = ·; D = -1; E = 12; F = -14; G = 1; H = 7
